Screening data from PubChem.
TTR transcr act – TTR transcription activators in neuroblastoma reporter cells, primary screen, cell-based, luminescence, SH-SY5Y, TTR promoter Gaussia luciferase | 100% = recombinant luciferase protein wells | activation, % at 16.7 µM | 92,000 compounds, 1.3% hits | AID 1117267, 2014;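 active = activation above the mean of all tested compounds plus 3 SD, cut at about 9.5% in these data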;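 note: cells exposed to compounds for one day before reading; 0% = median of all test compound wells on the plate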
* marks the source's active call; other numbers are inactive results. These rows are one share of the data (hit frequency here may not be typical).

SMILES	TTR transcr act
Cc1cccc(NC(=O)C2CCN(S(=O)(=O)c3cccs3)CC2)n1	-1.6
COc1ccc(NC(C(=O)Nc2cccc(C(C)=O)c2)c2ccccc2)cc1 (stereo not given)	1.7
COC(=O)c1cc(OC)ccc1-c1ccc(OC)cc1	1.2
CCCCN(C)C(=O)CSc1nc(NCc2ccc(OC)cc2)c2ccccc2n1	-0.1
CC(C)(C)NS(=O)(=O)c1ccc(C(=O)Nc2ccc3c(c2)OCO3)cc1	3.2
Cc1cccc(C)c1OCc1cccc(C2Nc3ccccc3C(=O)N2Cc2ccco2)c1 (stereo not given)	-1.2
COc1ccc(Cl)cc1C(=O)NNC(=S)NC1CCCCC1	-1.0
COc1ccc(CCNC(=O)c2cc(C(=O)c3cc(Cl)ccc3O)cn(CCc3ccc(OC)cc3)c2=O)cc1	-0.4
O=C(Cn1nnc(N2CCCC2)n1)N/N=C/c1ccc(Cl)cc1	-1.3
COC(=O)C[C@H]1CC[C@@H]2[C@H](COc3ccc(NC(=O)c4cccc(F)c4)cc3C(=O)N2C)O1	-1.1
O=C(N/N=C/c1ccc(O)cc1)c1[nH]c2ccc(Br)cc2c1-c1ccccc1	-0.9
CC(C)(C)CC(=O)Nc1cc2c3c(c1)CC(=O)N3CCC2	-0.5
CC(=O)c1c(C)[nH]c(C(=O)COc2cc(C)cc(C)c2)c1C	-3.0
CC1(C)OC(=O)C2=C(C[C@@H](CCc3ccccc3)O[C@@H]2c2ccc(Cl)cc2)O1	-0.4
COc1cccc(N(C(=O)Cn2nnc3ccccc32)C(C(=O)NCc2ccco2)c2cccnc2)c1 (stereo not given)	2.8
CCN=C1SC(C(=O)Nc2ccc(Cl)c(Cl)c2)CC(=O)N1CC (stereo not given)	20.4*
COc1ccc(C(=O)Nc2ccc(NC(=O)c3cnccn3)cn2)cc1	4.6
CC(=O)N1N=C(c2cccs2)CC1c1ccco1 (stereo not given)	0.1
Cc1nn(-c2ccccc2)nc1C(=O)OCC(=O)N1CCCCC1C (stereo not given)	-1.8
O=C(NCCO)C(=O)c1c(-c2ccc(Cl)cc2)cc2ccccn12	1.4
COc1ccc(C(=O)OCCN2CCOCC2)cc1OC	0.0
C/C(=C\C(=S)Nc1ccccc1)Nc1ccc2ccccc2c1	-0.5
COC(=O)NNC(=O)COc1cc(C)ccc1C	-1.5
CCC(=O)Nn1c(C)nnc1C	1.0
CC(C)CNC(=O)OCc1cn(Cc2ccc(F)cc2F)nn1	-0.2
Following part
SMILES	TTR transcr act
Cc1ccc2c(c1)N(CC(=O)N1CCCCCC1)C(=O)CO2	-0.1
COc1cccc(C(C)(O)c2nc(-c3cc4ccccc4o3)cs2)c1 (stereo not given)	-1.1
O=C(O)COc1ccc(/C=N/NC(=O)Cc2ccc(Cl)cc2)cc1	-1.5
CCC(/C=N/NC(=O)C1COc2ccccc2O1)CC (stereo not given)	2.9
Cc1ccc(S(=O)(=O)c2nc(-c3cccs3)oc2N2CCC(C(N)=O)CC2)cc1	-1.3
O=C(CSc1nncs1)NNC(=O)c1ccccc1Br	0.5
Cc1cnc(C(=O)OCC(=O)NCCc2ccccc2)cn1	0.6
Cc1ccnc(SCCn2c(N3CCC(C)CC3)nc3c2c(=O)n(C)c(=O)n3C)n1	-1.1
CN(C)c1cccc(C(=O)OCCNC(=O)c2cccc(S(=O)(=O)N3CCOCC3)c2)c1	2.2
COC(=O)c1ccc(NC(=O)CN2CCN(c3ccccc3C)CC2)cc1	-2.3
CCCNC(=O)c1cc(SC)ccc1Cl	1.2
O=C(NNC(=O)c1cc(OCC(F)(F)F)ccc1OCC(F)(F)F)c1ccc(Cl)c(Cl)c1	-2.8
C=CCn1c(Cc2cccs2)nnc1SCC(=O)NC1CC1	0.7
COc1cc(/C=C2\SC(=S)N(NC(=O)c3ccncc3)C2=O)ccc1O	-3.1
C[C@@H]1CN([C@H](C)CO)C(=O)CCCn2nncc2CO[C@H]1CN(C)C(=O)c1ccccc1	2.2
O=C(CCN1CCN(Cc2ccccc2)CC1)Nc1cccc(Br)c1	0.6
COc1ccc(C2C3=C(CC(C)(C)CC3=O)Nc3c2c(=O)[nH]c(=O)n3Cc2ccccc2)cc1OC (stereo not given)	-0.6
CCCCn1nc(CC(=O)O)c2ccccc2c1=O	-0.9
CCC(C)[C@H](NC(=O)N1CCn2c1nc1ccccc12)C(=O)NCC1CCCO1 (stereo not given in full)	4.9
COc1ccccc1Nc1nc(N)nc(CN2CCOCC2)n1	-0.7
CCNC(=O)C1(C)CCCN(C(=O)c2cccnc2Oc2ccccc2)C1 (stereo not given)	0.1
COc1ccc(NC(=O)/C=C/c2cc(Br)ccc2OC)cc1	-5.1
Cn1nccc1C(=O)N1CCCC(C(=O)c2cccc3ccccc23)C1 (stereo not given)	-1.0
Cc1ccc(NC(=S)NC(=O)c2ccc(-c3ccccc3)cc2)cc1	-3.4
CCC(=O)Nc1c2c(nn1-c1ccc(OC)cc1)CS(=O)C2 (stereo not given)	-1.4
Next part:
SMILES	TTR transcr act
COc1ccc(CNC(=S)Nc2cc(OC)ccc2OC)cc1	-0.4
COc1ccc(C(=O)CSc2nc3[nH]ncc3c(=O)[nH]2)cc1	-0.4
O=C(c1cccs1)N1CCN=C1SCc1ccccc1F	-2.5
CN(Cc1ccc2c(c1)OCCO2)C(=O)CSc1ncnc2sccc12	-0.8
CCOC(=O)CN(c1cc([N+](=O)[O-])ccc1OC)S(C)(=O)=O	-2.2
COc1ccc(NC(=O)C(c2ccncc2)n2c(=O)c(-c3ccccc3)nc3ccccc32)cc1 (stereo not given)	0.5
CCC(C)NC(=O)COCc1cc(-c2ccc3c(c2)OCO3)on1 (stereo not given)	3.4
O=C(Nc1cccc2c1C(=O)NC2=O)c1ccccc1[N+](=O)[O-]	1.4
Cc1coc(NC(=O)CSc2nc(-c3ccncc3)cc(C(F)(F)F)c2C#N)n1	0.9
COc1ccc(CN2C(=O)C(CC(=O)NCc3cccc4ccccc34)CC(C(=O)N(C(C)C)C(C)C)=C2C)cc1 (stereo not given)	0.3
Cc1ccc(NC(=S)N(C)N)cc1Cl	1.2
CC(=O)Nc1c(Cl)n(C(C)=O)c2ccccc12	-3.5
O=C(c1cc(N2CCCCC2)nc2ccccc12)N1CCOCC1	0.2
Cc1ccc(NC(=S)NC(=O)c2cncc(Br)c2)c(C)c1	0.5
CC(C)N(C(=O)[C@H]1C[C@H](CC(=O)NCCCN(C)C)C(=O)N2CCc3c([nH]c4ccc(Cl)cc34)[C@]12C)C(C)C	0.7
Cc1nc(-c2ccc(NS(C)(=O)=O)cc2)cs1	-3.3
CCc1ccc(-c2nc(SCC(=O)N(C)C3CCS(=O)(=O)C3)n[nH]2)cc1 (stereo not given)	-0.6
COc1cc(Cl)ccc1OCc1cc(C(=O)N2C[C@]3(C)C[C@H]2CC(C)(C)C3)no1	1.9
COCCNC(=O)c1onc(CSc2ccc(F)cc2)c1C(=O)NCCOC	-1.8
COc1ccc(OC)c(C(=O)NC(CC(N)=O)c2ccc(N3CCC(Cc4ccccc4)CC3)c([N+](=O)[O-])c2)c1 (stereo not given)	8.0
CCOc1ccc(NC(=S)NCc2ccc3c(c2)OCO3)cc1	-1.8
O=C(CSc1n[nH]c(=O)n1-c1ccc2c(c1)OCCO2)Nc1ccccc1	0.3
C=CCN1CCN(C(CC(C)C)c2nnnn2CCOC)CC1 (stereo not given)	-1.7
COC(=O)COc1cccc(-n2cnnn2)c1	11.2*
Cc1ccc2nc(S(=O)(=O)O)[nH]c2c1	-1.8

Part of the list above, bar-delimited.
compound | TTR transcr act
Cc1cccc(NC(=O)C2CCN(S(=O)(=O)c3cccs3)CC2)n1 | -1.6
COc1ccc(NC(C(=O)Nc2cccc(C(C)=O)c2)c2ccccc2)cc1 (stereo not given) | 1.7
COC(=O)c1cc(OC)ccc1-c1ccc(OC)cc1 | 1.2
CCCCN(C)C(=O)CSc1nc(NCc2ccc(OC)cc2)c2ccccc2n1 | -0.1
CC(C)(C)NS(=O)(=O)c1ccc(C(=O)Nc2ccc3c(c2)OCO3)cc1 | 3.2
Cc1cccc(C)c1OCc1cccc(C2Nc3ccccc3C(=O)N2Cc2ccco2)c1 (stereo not given) | -1.2
COc1ccc(Cl)cc1C(=O)NNC(=S)NC1CCCCC1 | -1.0
COc1ccc(CCNC(=O)c2cc(C(=O)c3cc(Cl)ccc3O)cn(CCc3ccc(OC)cc3)c2=O)cc1 | -0.4
O=C(Cn1nnc(N2CCCC2)n1)N/N=C/c1ccc(Cl)cc1 | -1.3
COC(=O)C[C@H]1CC[C@@H]2[C@H](COc3ccc(NC(=O)c4cccc(F)c4)cc3C(=O)N2C)O1 | -1.1
O=C(N/N=C/c1ccc(O)cc1)c1[nH]c2ccc(Br)cc2c1-c1ccccc1 | -0.9
CC(C)(C)CC(=O)Nc1cc2c3c(c1)CC(=O)N3CCC2 | -0.5
CC(=O)c1c(C)[nH]c(C(=O)COc2cc(C)cc(C)c2)c1C | -3.0
CC1(C)OC(=O)C2=C(C[C@@H](CCc3ccccc3)O[C@@H]2c2ccc(Cl)cc2)O1 | -0.4
COc1cccc(N(C(=O)Cn2nnc3ccccc32)C(C(=O)NCc2ccco2)c2cccnc2)c1 (stereo not given) | 2.8
CCN=C1SC(C(=O)Nc2ccc(Cl)c(Cl)c2)CC(=O)N1CC (stereo not given) | 20.4*
COc1ccc(C(=O)Nc2ccc(NC(=O)c3cnccn3)cn2)cc1 | 4.6
CC(=O)N1N=C(c2cccs2)CC1c1ccco1 (stereo not given) | 0.1
Cc1nn(-c2ccccc2)nc1C(=O)OCC(=O)N1CCCCC1C (stereo not given) | -1.8

Next section
SMILES	TTR transcr act
CCCCN1CC[C@@H](C)Oc2cc(Br)ccc2S1(=O)=O	-1.4
COc1ccc(C(C#N)(CC(=O)O)c2cnccn2)cc1OC (stereo not given)	2.7
O=C(NCCc1ccccc1)c1n[nH]c2ccccc12	3.9
COc1ccccc1CNC(=O)c1ccc(CS(=O)Cc2cccc(Cl)c2)o1 (stereo not given)	-1.7
COC(=O)c1cn(-c2ccccc2)nc1C(=O)OC	-1.3
COc1ccc(N(C)S(=O)(=O)c2cccc(C(=O)OC(C(=O)Nc3cc(C)cc(C)c3)c3ccccc3)c2)cc1 (stereo not given)	1.6
Cc1c(CCOC(=O)c2ccc(Cl)cc2Cl)sc[n+]1CC(=O)c1ccccc1	1.6
CCOc1ccc(-c2nc(=S)[nH][nH]2)cc1	-2.2
O=C(CN1C(=O)NC2(CCOc3ccccc32)C1=O)NCCc1ccccc1 (stereo not given)	-0.8
Cc1cc(NC(=O)COC(=O)Cn2[nH]c(=O)c3ccccc3c2=O)c([N+](=O)[O-])cc1C	2.5
COc1ccccc1CN(C)C[C@H]1OCc2cnnn2CCCC(=O)N([C@@H](C)CO)C[C@@H]1C	0.6
CCCS(=O)(=O)c1nc(S(=O)(=O)c2ccc(C)cc2)c(N2CCc3ccccc3C2)s1	6.7
CCNC(=S)Nc1ccc(C)c(S(=O)(=O)Nc2ccccc2OC)c1	0.8
COc1ccc(Cl)cc1N(CC(=O)Nc1ccc2c(c1)OCCO2)S(C)(=O)=O	-0.7
COc1ccc(C(=O)OCCc2ccc(O)cc2)cc1	4.0
CCN1/C(=C2\OC(=S)N(C)C2=O)Sc2ccccc21	1.5
CCOC(=O)C1CCCN(C(=O)c2ccc(C)c(NC(=O)C3=C(C)OCCS3)c2)C1 (stereo not given)	1.1
C=CCN(c1ccc(OC)cc1)S(=O)(=O)c1ccc(Cl)c(C(=O)OCC(=O)c2c(N)n(C)c(=O)n(C)c2=O)c1	-1.8
CCN1CCCC1CNC(=O)C1CCN(C(=O)c2cc3sccc3n2Cc2ccc(F)cc2)CC1 (stereo not given)	3.8
CCCCCCN1C2=NCCCN2c2ccccc21	0.5
CCn1cnc2c1c(=O)n(CC(=O)O)c(=O)n2Cc1ccccc1	4.7
CCOCCc1nn2c(=O)cc(CSCC(=O)Nc3cccc(C)c3C)nc2s1	4.4
COCC(C)N=C1NN=C(c2ccc(NC(C)=O)cc2)CS1 (stereo not given)	-2.1
C(=C\c1ccccc1)/CN1CCN(C(c2nnnn2-c2ccc3c(c2)OCCO3)C2CC2)CC1 (stereo not given)	0.3
O=C(NCc1ccccc1)c1cccc(COc2cccc(Cl)c2)c1	-1.8
Remaining list, next part:
SMILES	TTR transcr act
O=C1NCCN(Cc2c(F)cccc2Cl)C1CC(=O)N1CCCCO1 (stereo not given)	-2.7
O=C(CN1CCN(Cc2ccc3c(c2)OCO3)CC1)Nc1ccc(F)cc1	1.4
CC1=NN(C(=O)c2ccc(Cn3nc(C)c([N+](=O)[O-])c3C)o2)C(O)(C(F)(F)F)C1 (stereo not given)	3.2
CCCSc1nc2sc3c(c2c(=O)n1-c1ccc(OC)cc1)CCN(C)C3	-1.7
COc1ccc(Nc2c(-c3ccc(C)cc3)nc3cnccn23)cc1	-0.6
CS(=O)(=O)c1ccc2nc(NC(=O)Cc3ccccc3)sc2c1	3.9
CCNC(=O)C1(C)CCN(Cc2ccccc2C#N)C1 (stereo not given)	2.7
CC(=O)CCC(=O)N1CCCC(N2CCN(c3cccc(Cl)c3)CC2)C1 (stereo not given)	1.4
Cc1ccc(OCCN2CCNCC2)c([N+](=O)[O-])c1	0.0
O=C(Cn1cnc2c(cnn2-c2ccccc2)c1=O)N1CCOCC1	-0.4
Cc1ccc2cc(CN(CC3CCCO3)S(=O)(=O)c3cccc4nsnc34)c(=O)[nH]c2c1 (stereo not given)	-1.1
COc1ccc(C(=O)Nc2cc(Cl)c(Br)cc2C(=O)O)cc1	-1.8
CN1CCC(N[C@@H](Cc2c[nH]c3ccccc23)C(=O)NCCCc2ccccc2)(C(=O)NCCc2c[nH]c3ccccc23)CC1	5.8
CC1=CC2(O)OCCN(CCO)C2=CC1=O (stereo not given)	1.0
Cc1ccc(C(=O)N[C@@H](C)CN2C3=NC[C@H](C(C)C)N3C[C@H]2Cc2ccc(O)cc2)cc1Br	-6.0
CCOc1ccc(C(C)=O)cc1N1C(=O)C2C(C1=O)C1C=CC2C12CC2 (stereo not given)	2.3
C[C@H]1CN([C@@H](C)CO)S(=O)(=O)c2ccc(-c3cccc(F)c3)cc2O[C@@H]1CN(C)C	0.4
CC(=O)Nc1ccc(NC(=O)C2CCCN(c3ncccn3)C2)cc1 (stereo not given)	-0.7
CCN(CC)CCCNC(=O)c1ccc2c3n(nc2c1)-c1ccc(Cl)cc1CO3	3.9
O=C(NC1CS(=O)(=O)CC1NCc1ccco1)c1ccccc1 (stereo not given)	0.7
O=C(CSc1nnc2c(n1)[nH]c1ccccc12)Nc1ccc(N2CCOCC2)cc1	1.1
